# CHRM4 antagonist: human M4 muscarinic receptor antagonists, primary screen, CHO cells, Fluo-8 calcium fluorescence; AID 624125, 2012; Muscarinic acetylcholine receptor M4 (Homo sapiens), P08173; inhibition, % at 3 µM; CHO-hM4 cells, ACh EC80; 360,000 compounds, 0.73% hits;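 active = inhibition above its plate's cutoff, the mean inhibition of sample wells plus 3 SD, cut at about 27% in these data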;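 note: 0% = acetylcholine EC80 with DMSO and 100% = DMSO without agonist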
# M5 ag: human M5 muscarinic receptor agonists, primary screen, CHO-K1 cells, Fluo-8 calcium fluorescence | activation, % at 3 µM | CHO-K1 hM5 cells; 0% DMSO wells, 100% maximal acetylcholine response | 360,000 compounds, 0.19% hits;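 active = activation above the run's mean over test compounds plus 3 SD, cut at about 23% in these data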;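 note: signal is peak over basal fluorescence ratio across the kinetic read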
# Target sequence (P08912 whole entry, looked up): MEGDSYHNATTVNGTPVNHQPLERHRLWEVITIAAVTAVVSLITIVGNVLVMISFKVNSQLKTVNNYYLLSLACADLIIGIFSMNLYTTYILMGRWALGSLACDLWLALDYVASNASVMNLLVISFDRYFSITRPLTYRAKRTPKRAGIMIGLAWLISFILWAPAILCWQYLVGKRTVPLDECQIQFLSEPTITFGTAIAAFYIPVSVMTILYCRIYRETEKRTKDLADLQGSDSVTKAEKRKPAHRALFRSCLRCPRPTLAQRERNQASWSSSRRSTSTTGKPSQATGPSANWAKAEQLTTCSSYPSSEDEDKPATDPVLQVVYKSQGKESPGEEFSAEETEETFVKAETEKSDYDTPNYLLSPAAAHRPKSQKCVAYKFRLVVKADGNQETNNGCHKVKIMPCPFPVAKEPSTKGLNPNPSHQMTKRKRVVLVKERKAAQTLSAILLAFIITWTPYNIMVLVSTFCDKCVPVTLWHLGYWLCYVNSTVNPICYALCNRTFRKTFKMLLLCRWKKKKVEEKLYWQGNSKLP
# CHRM4 agonist: human M4 muscarinic receptor agonists, primary screen, CHO-K1 cells, Fluo-8 calcium fluorescence; Muscarinic acetylcholine receptor M4 (Homo sapiens), P08173; CHO-K1 hM4/Gqi5; vehicle 0%, full acetylcholine response 100%; activation, % at 3 µM; 360,000 compounds, 0.14% hits;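 active = activation above the run mean over all test wells plus 3 SD, cut at about 32% in these data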;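 note: peak over basal fluorescence ratio per well then scaled between controls; 0% = DMSO wells and 100% = acetylcholine at EC100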
# M5 PAM: human M5 muscarinic receptor positive allosteric modulators, primary screen, CHO-K1 cells, Fluo-8 calcium fluorescence; 360,000 compounds, 0.3% hits; activation, % at 3 µM; CHO-K1 hM5, ACh EC20 PAM; 0% = ACh EC20, 100% = ACh EC100; Muscarinic acetylcholine receptor M5 (Homo sapiens), P08912; AID 624038, 2012;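 active = activation above the run cutoff, the mean activation of all test compounds plus 3 SD, cut at about 18% in these data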
#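 system = human M5 receptor in CHO-K1 cells | reagent = EC20 acetylcholine as agonist stimulus | compound dosing = single-point, 3 µM nominal | incubation = Fluo-8 loading 80 min at 37 °C plus 30 min room temperature | detection = Fluo-8 calcium dye fluorescence, kinetic read | benchmarks = low control EC20 acetylcholine (0%), high control EC100 acetylcholine (100%)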
# CRFR2-BP antag: antagonists of CRF-BP/CRF-R2 complex, primary screen, cell-based, HEK293, calcium dye fluorescence, uHTS; inhibition, % at 11.8 µM; 350,000 compounds, 0.59% hits; CRF-induced calcium fluorescence; AID 588475, 2011;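 active = inhibition of the ligand-induced calcium signal above about 50% at the single tested concentration, limit read from the data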
# CHRM4 PAM: human M4 muscarinic receptor positive allosteric modulators, primary screen, CHO-K1 cells, Fluo-8 calcium fluorescence | AID 624126, 2012 | activation, % at 3 µM | Muscarinic acetylcholine receptor M4 (Homo sapiens), P08173 | CHO-K1 hM4/Gqi5, ACh EC20; 0% = ACh EC20, 100% = maximal ACh | 360,000 compounds, 0.4% hits;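 active = activation above its plate's cutoff, the mean activation of sample wells plus 3 SD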; note: some results filed as inactive read as strong as hits
# CHRM1 PAM: human M1 muscarinic receptor positive allosteric modulators, primary screen, CHO-K1 cells, Fluo-8 calcium fluorescence, 1536-well. activation, % at 3 µM. Muscarinic acetylcholine receptor M1 (Homo sapiens), P11229. AID 588819, 2011. CHO-K1 hM1, ACh EC20; 0% = ACh EC20, 100% = maximal ACh. 360,000 compounds, 0.088% hits; in the data active = activation above about 19%, passing the limit was not always enough
# Target sequence (P11229 whole entry, looked up): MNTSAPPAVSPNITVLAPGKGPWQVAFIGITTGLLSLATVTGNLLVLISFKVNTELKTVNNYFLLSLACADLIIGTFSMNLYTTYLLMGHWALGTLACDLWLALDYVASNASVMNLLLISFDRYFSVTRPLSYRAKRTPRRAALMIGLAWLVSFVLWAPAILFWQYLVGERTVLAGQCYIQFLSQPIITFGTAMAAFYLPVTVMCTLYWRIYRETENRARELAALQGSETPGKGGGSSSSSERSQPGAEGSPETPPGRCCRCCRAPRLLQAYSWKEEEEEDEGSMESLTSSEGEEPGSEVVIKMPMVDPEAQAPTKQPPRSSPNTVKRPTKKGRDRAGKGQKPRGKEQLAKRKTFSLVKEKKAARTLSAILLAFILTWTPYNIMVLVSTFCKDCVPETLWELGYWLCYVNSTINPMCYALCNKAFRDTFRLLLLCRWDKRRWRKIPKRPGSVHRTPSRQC
# M5 antag: human M5 muscarinic receptor antagonists, primary screen, CHO cells, Fluo-8 calcium fluorescence; 360,000 compounds, 0.59% hits; CHO-hM5 cells, ACh EC80; inhibition, % at 3 µM; AID 624040, 2012; Muscarinic acetylcholine receptor M5 (Homo sapiens), P08912;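 active = inhibition above a per-plate cutoff, the mean of that plate's test compounds plus 3 SD, cut at about 27% in these data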;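 note: 0% = acetylcholine EC80 with DMSO and 100% = DMSO without agonist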
# CRFBP-R2 agonist: agonists of CRF-BP/CRF-R2 complex, primary screen, cell-based, HEK293, calcium dye fluorescence, uHTS; calcium dye fluorescence (FLIPR); percent of saturating CRF peptide response; activation, % at 13.2 µM; 350,000 compounds, 0.46% hits; AID 588473, 2011;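 active = activation of at least 50%, plus an integration ratio under a set limit after plate pattern correction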;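 note: plate controls were neutral control wells without compound for no effect and CRF at EC100 for full effect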
# Numbers without * were called inactive; / = no result given.
item	molecule	CHRM4 antagonist	M5 ag	CHRM4 agonist	M5 PAM	CRFR2-BP antag
1	CCOC(=O)COn1c(=O)c(-c2cc3ccccc3o2)[n+]([O-])c2ccccc21	-12	-2	3	-8	-15
2	Cc1ccc2c(c1)CCCN2C(=O)C1CCCO1 (stereo not given)	-11	-4	1	4	2
3	COCCNC(=O)c1ccccc1NC(=O)c1cccc([N+](=O)[O-])c1C	-9	2	2	7	-3
4	O=C(NCc1ccccc1Cl)c1ccccc1CCc1ccccc1	-2	-5	3	-11	-1
5	CC(C)CN(c1ccccc1)S(=O)(=O)c1nnc(NC(=O)c2ccco2)s1	-1	-3	0	-2	16
6	COc1ccccc1NS(=O)(=O)c1cc(NC(=O)Nc2ccc(Cl)cc2Cl)ccc1N1CCCCC1	2	0	2	2	6
7	COc1ccccc1CNC(=O)CCN1C(=O)c2ccccc2C1=O	6	-6	0	2	10
8	CC1(OC(=O)C2CCCC2)C(=O)C=C2C=C(c3ccsc3)N(C3CC3)C=C2C1=O (stereo not given)	-1	0	2	4	-2
9	O=C(Nc1ccc(N2CCOCC2)cc1)c1ccc2ncsc2c1	2	2	3	-1	4
10	O=C(CSc1nc(N2CCCCC2)nc(N2CCCCC2)n1)N1CCN(c2ccccc2)CC1	0	-3	1	-3	-6
11	CCCC(=O)NNC(=O)CCC(=O)Nc1ccccc1Cl	-3	-2	1	12	22
12	Cc1ccc(S(=O)(=O)N2CCCC2C(=O)NCCc2ccccc2)cc1 (stereo not given)	-5	1	11	-4	-16
13	COC(=O)[C@@]12C[C@@H](CC(=O)N3CCSCC3)C(=O)N(Cc3ccco3)C1=CCC(C)(C)C2	6	-1	1	2	/
14	Cc1nnsc1C(=O)NCc1c(F)cccc1Cl	-2	-5	1	-5	4
15	CCOc1ccccc1NC(=O)COc1cccnc1[N+](=O)[O-]	-4	3	6	-12	19

item	CHRM4 PAM	CHRM1 PAM	M5 antag	CRFBP-R2 agonist
1	7	-2	0	34
2	3	1	1	-2.8
3	5	9	7	-0.8
4	-8	-2	11	-0.4
5	3	7	9	-4.3
6	3	10	-4	0.4
7	-5	8	-4	-0.2
8	5	6	6	4.6
9	0	11	12	-3.1
10	2	-3	-1	1.9
11	9	13	3	-3.7
12	0	-1	14	-4.1
13	-3	/	3	/
14	1	1	7	-1.3
15	-6	-7	17	-2.9

# (listing goes on)
item	molecule	CHRM4 antagonist	M5 ag	CHRM4 agonist	M5 PAM	CRFR2-BP antag
16	C/C(CC(=O)Nc1ccc(N(C)C)cc1)=N\NC(=O)c1ccc([N+](=O)[O-])cc1	8	0	1	-7	-6
17	CCCC(=O)N1CCN(S(=O)(=O)c2cc(Cl)ccc2OC)CC1	-7	-5	2	-1	-7
18	CN1CCN(CC(=O)C23CC4CC(CC(C4)C2)C3)CC1	2	-7	1	3	8
19	O=C(/C=C/c1ccco1)NCCc1ccccc1	2	6	0	14	5
20	CCC(c1n[nH]c(=S)n1-c1ccccc1)N(C)C (stereo not given)	8	-2	1	-4	-9
21	COc1ccc(CC(=O)NCc2ccc3c(c2)OCO3)cc1	-3	-2	0	3	-7
22	COCCN(C(=O)c1ccco1)c1nc(-c2ccc(OC)cc2)cs1	-26	-1	7	-2	4
23	Cc1ccc(CN2CCC(n3nccc3NC(=O)C3CCOC3)CC2)cc1C (stereo not given)	-5	-4	1	2	0
24	Cc1ccc(NC(=S)NC2CCSc3ccccc32)cc1 (stereo not given)	75*	-5	10	-18	15
25	CC(C)Cn1cc(F)c(=O)n(CC(C)C)c1=O	2	-3	1	-5	-22
26	COc1cccc(-c2nc(-c3ccccc3)c3ccc(Cl)cc3n2)c1	-10	3	2	-1	/
27	CCCCCCCC(=O)NNC(=O)c1ccc(F)cc1	-8	3	0	5	-16
28	COc1ccc(S(=O)(=O)N2CCCCC2)cc1NC(=O)c1ccc(C)cc1	4	1	0	1	10
29	O=C(NCC1CCCN(Cc2cccc(C(F)(F)F)c2)C1)c1ccc(F)cc1 (stereo not given)	-10	-8	0	-5	-14
30	O=C1CN(C(=O)c2ccc3nc(Cc4cccc(Cl)c4)oc3c2)CCN1	-7	3	2	1	23

item	CHRM4 PAM	CHRM1 PAM	M5 antag	CRFBP-R2 agonist
16	-3	6	17	-1.7
17	8	1	-10	1.5
18	0	7	-5	0.2
19	11	14	-6	-4.9
20	-2	7	1	0.4
21	9	1	4	-1.7
22	6	3	-2	-0.2
23	-1	11	9	1.3
24	-21	-36	49*	-0.7
25	1	-2	5	0.6
26	13	/	-11	/
27	0	9	1	0.2
28	2	-8	5	-1.3
29	-11	0	-2	-3.0
30	2	-3	2	-0.4

# (continued)
item	molecule	CHRM4 antagonist	M5 ag	CHRM4 agonist	M5 PAM	CRFR2-BP antag
31	CCOc1ccc(NC(=O)C(=O)N/N=C/c2cccnc2)cc1	-1	0	1	-11	4
32	CC1CCN(C(=O)CN2C(=O)c3cccc4cccc(c34)C2=O)CC1	-7	0	2	1	-5
33	O=C(CN1CCN(S(=O)(=O)c2ccccc2[N+](=O)[O-])CC1)NC(=O)NCc1ccco1	0	-3	1	-2	-1
34	Cc1ccc(NC(=S)NCc2ccccc2Cl)c(C)c1	-1	-8	1	-9	33
35	CCc1nnc(NC(=O)CSc2ccc(-c3ccccc3OC)nn2)s1	-8	0	0	-1	-4
36	CCc1noc(C)c1C(=O)N1CCN(S(=O)(=O)c2ccc(Cl)cc2)CC1	2	1	2	-1	6
37	CCOc1ccc(NC(=O)C2CCN(S(=O)(=O)c3ccc4c(c3)CC(C)N4C(C)=O)CC2)cc1 (stereo not given)	-8	1	3	10	10
38	Cc1cccc(NC(=O)CN(C)S(=O)(=O)c2cnc[nH]2)c1C	-10	0	1	0	17
39	COc1cccc(NC(=O)c2ccc3c(c2)CCN3S(C)(=O)=O)c1	-5	1	12	-6	6
40	CCOC(=O)CNC(=O)c1sc(NC(=O)c2ccccc2F)nc1C	-6	1	2	-5	1
41	COC(=O)c1sccc1-n1cccc1C(=O)C(=O)N1CC(C)OC(C)C1 (stereo not given)	-7	1	1	-2	-1
42	COc1ccc(SCc2noc(C(=O)NC(C)C)c2C(=O)O)cc1	0	-2	0	-9	-16
43	O=C(CCN1C(=O)/C(=C/c2ccc3c(c2)OCO3)SC1=S)Nc1cccc(C(=O)O)c1	1	0	0	0	1
44	CCOc1nc(NC2CCCC2)nc(N2CCC(C)CC2)n1	2	-1	-2	-5	-8
45	COc1ccc(-n2cnc3cc(NCc4ccccn4)ccc32)cc1	12	-2	0	-4	4

item	CHRM4 PAM	CHRM1 PAM	M5 antag	CRFBP-R2 agonist
31	-10	-3	16	2.6
32	12	7	1	-0.7
33	-4	8	10	0.1
34	0	-5	7	0.0
35	-2	12	6	-0.7
36	8	7	9	-0.7
37	2	-4	-16	-1.8
38	7	2	-2	-0.7
39	-9	-2	12	-1.6
40	5	8	3	-1.8
41	-3	4	-4	1.8
42	5	7	21	-2.3
43	-2	4	11	4.6
44	-2	-1	4	-0.8
45	-4	-2	3	0.3

# Reformatted with one line to a screen: entries from further up.
6) COc1ccccc1NS(=O)(=O)c1cc(NC(=O)Nc2ccc(Cl)cc2Cl)ccc1N1CCCCC1
9) O=C(Nc1ccc(N2CCOCC2)cc1)c1ccc2ncsc2c1
assay / compound,6,9
CHRM4 antagonist,2,2
M5 ag,0,2
CHRM4 agonist,2,3
M5 PAM,2,-1
CRFR2-BP antag,6,4
CHRM4 PAM,3,0
CHRM1 PAM,10,11
M5 antag,-4,12
CRFBP-R2 agonist,0.4,-3.1

# Further entries
item	molecule	CHRM4 antagonist	M5 ag	CHRM4 agonist	M5 PAM	CRFR2-BP antag
46	COC(=O)C1C(=O)NC(SC)=C(C#N)C1c1ccccc1 (stereo not given)	2	0	0	-8	-8
47	CC1CCCC(C)N1C(=O)COC(=O)c1cc([N+](=O)[O-])ccc1N1CCOCC1 (stereo not given)	-5	2	2	0	0
48	O=c1[nH]c(C2CCN(S(=O)(=O)c3ccccc3C(F)(F)F)CC2)nc2c1nnn2Cc1cccc(F)c1	18	-4	0	2	18
49	COC(=O)C1=C(NC(=O)c2ccccc2[N+](=O)[O-])CCS1	-1	3	0	1	2
50	C=CCn1c(-c2cccc(S(=O)(=O)N(CC)CC)c2)n[nH]c1=S	9	-3	0	-11	28
51	CCc1nc2ccc(C(=O)NCCNC(C)=O)cn2c1N(C)CCCc1ccccc1	10	-2	4	-10	/
52	CCc1cc2ccc(C)cc2nc1SCC(=O)N1CCN(C(=O)c2ccco2)CC1	-5	-2	2	0	20
53	COC(=O)C1=C(C)N=C2SCCC(=O)N2C1/C=C/c1ccccc1 (stereo not given)	0	-7	0	-6	7
54	CCN(CC(=O)NCc1cccs1)C(=O)CCc1c[nH]c2ccccc12	4	2	2	2	6
55	COC(=O)N1CCc2c(sc(NC(=O)C3COc4ccccc4O3)c2C(N)=O)C1 (stereo not given)	11	10	16	-2	-8
56	O=S(=O)(NC(=NCc1ccccc1)c1ccccc1)c1ccc(Br)cc1	-4	-1	2	0	-25

item	CHRM4 PAM	CHRM1 PAM	M5 antag	CRFBP-R2 agonist
46	-4	2	3	-0.3
47	4	4	4	-1.3
48	-17	10	10	1.1
49	0	2	8	-0.3
50	-1	4	2	2.9
51	-10	-21	7	/
52	9	0	3	-5.0
53	-3	-13	-3	0.1
54	-4	7	-1	-2.2
55	-7	-5	-13	0.6
56	4	9	9	-0.8

# Quoted from above (8 entries):
item	molecule	CHRM4 antagonist	M5 ag	CHRM4 agonist	M5 PAM	CRFR2-BP antag
48	O=c1[nH]c(C2CCN(S(=O)(=O)c3ccccc3C(F)(F)F)CC2)nc2c1nnn2Cc1cccc(F)c1	18	-4	0	2	18
49	COC(=O)C1=C(NC(=O)c2ccccc2[N+](=O)[O-])CCS1	-1	3	0	1	2
50	C=CCn1c(-c2cccc(S(=O)(=O)N(CC)CC)c2)n[nH]c1=S	9	-3	0	-11	28
51	CCc1nc2ccc(C(=O)NCCNC(C)=O)cn2c1N(C)CCCc1ccccc1	10	-2	4	-10	/
52	CCc1cc2ccc(C)cc2nc1SCC(=O)N1CCN(C(=O)c2ccco2)CC1	-5	-2	2	0	20
53	COC(=O)C1=C(C)N=C2SCCC(=O)N2C1/C=C/c1ccccc1 (stereo not given)	0	-7	0	-6	7
54	CCN(CC(=O)NCc1cccs1)C(=O)CCc1c[nH]c2ccccc12	4	2	2	2	6
55	COC(=O)N1CCc2c(sc(NC(=O)C3COc4ccccc4O3)c2C(N)=O)C1 (stereo not given)	11	10	16	-2	-8

item	CHRM4 PAM	CHRM1 PAM	M5 antag	CRFBP-R2 agonist
48	-17	10	10	1.1
49	0	2	8	-0.3
50	-1	4	2	2.9
51	-10	-21	7	/
52	9	0	3	-5.0
53	-3	-13	-3	0.1
54	-4	7	-1	-2.2
55	-7	-5	-13	0.6

# Source: PubChem

# Compounds were not picked by outcome. Share with any hit: about 2.6%.
